Screening data (PubChem)
MCF10A rereplic = DNA re-replication induction in MCF 10a cells; 350,000 tested, 2.9% active; MCF 10A DNA re-replication, Hoechst nuclear intensity, 48 h; Potency, µM (top dose mostly 46.1 µM), for inactives: at the top dose activity, positive = re-replication, hits mostly activators; also: potency is read from the fitted curve at half-maximal effect; % of control where 0% means no effect; nearly all actives have a fitted effect of over 50% in size
ATXN2 expr inh = ATXN2 expression inhibition. Potency, µM (doses to about 57 µM), inactives show at the top dose activity change, negative = inhibition, most hits filed as inhibitors. 360,000 tested, 0.72% active. HEK-293 ATXN2-luciferase reporter, luminescence, 24 h; also: potency is read from the fitted curve at half-maximal effect; % is scaled to controls: 0 for no effect and ±100 for the full control effect; nearly all actives have a fitted effect of over 55% in size
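qHTS (up to 57 uM final) was run with 24 h compound exposure of reporter cells at 37 °C. Each well was multiplexed: SteadyGlo luminescence measured ATXN2-luciferase expression after a fluorogenic Gly-Phe-AFC viability readout (25 uM final).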
KB-3-1 tox = KB-3-1 parental cell cytotoxicity | KB-3-1 viability, CellTiter-Glo ATP luminescence, 72 h | Potency, µM (top dose mostly 46.1 µM), without a hit: top-dose activity change, negative = cytotoxic, most hits filed as cytotoxic | 400,000 tested, 1.4% active | AID 1347075; also: potency is read from the fitted curve at half-maximal effect; % is scaled to controls: 0 for no effect and ±100 for the full control effect; nearly all actives have a fitted effect of over 60% in size
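KB-3-1 parental drug-naive adenocarcinoma cells in DMEM/10% FBS, incubated 72 h at 37 C with pin-transferred compounds across a concentration series. Viability by CellTiter-Glo luminescence; concentration-response curves fitted after normalization.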
HT1080 IDH1KD tx = kills HT-1080 cells with IDH1 knockdown. Potency, µM (doses to about 46.1 µM), for inactives: at the highest dose activity, negative = toxicity, hits mostly cytotoxic. HT-1080 IDH1 knockdown viability, ATP luminescence, 48 h. 360,000 tested, 2% active. AID 686971;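 also: potency is read from the fitted curve at half-maximal effect; 0% = DMSO wells and -100% = cell-free medium wells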
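Using the IDH1-knockdown HT-1080 line run in the same batch and compound series as the NT line, viability after 48 h at 37 °C was determined by CellTiter-Glo luminescence and expressed as % activity.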
HT1080NT lethal = kills 2HG-producing HT-1080-NT fibrosarcoma cells | HT-1080-NT fibrosarcoma viability, CellTiter-Glo ATP luminescence, 48 h | Potency, µM (top dose mostly 46.1 µM), for inactives: top-dose activity, negative = less viability, hits mostly cytotoxic | 360,000 tested, 1.6% active;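 also: NT is the 2HG producing partner of a matched IDH1 knockdown line; potency is read from the fitted curve at half-maximal effect; 0% = DMSO-treated cells and -100% = media-only wells without cells; nearly all actives have a fitted effect of over 55% in size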
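Compounds were tested in concentration-response format on HT-1080-NT cells for 48 hours at 37 degrees C. Cell viability came from CellTiter-Glo luminescence; curves were classified by r2, response magnitude and activity.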
S2 tox = viability counter-screen for ATXN expression inhibitors. S2 cells (HEK-293 line with an ATXN2-luciferase reporter) viability, CellTiter-Fluor protease fluorescence, 24 h. AID 651635. Potency, µM (series often up to 56.7 µM), most hits filed as cytotoxic. 400,000 tested, 0.49% active; also: potency is read from the fitted curve at half-maximal effect; nearly all actives have a fitted effect of over 40% in size
KB-V1 cytotox = kills drug-selected multidrug resistant KB-V1 cells | KB-V1 MDR cells viability, CellTiter-Glo, 72 h | AID 1347076 | Potency, µM (titrated, usually from 46.1 µM), inactives show at the highest dose activity change, negative = cytotoxicity, actives largely listed as cytotoxic | 400,000 tested, 3.4% active; also: potency is read from the fitted curve at half-maximal effect; % is scaled to controls: 0 for no effect and ±100 for the full control effect; nearly all actives have a fitted effect of over 60% in size
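Readout: CellTiter-Glo luminescence, 10 min after addition. Cells: KB-V1 MDR subline, 72 h at 37 degrees C with compound. Analysis: corrected, normalized data fitted to concentration-effect curves.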
IL1B secr inh = blocks inflammasome-driven IL-1 beta release. THP-1 LPS/ATP IL-1B secretion, AlphaLISA, 16 h; hits give low values. activity change, % at 57.5 µM. 360,000 tested, 4.7% active. AID 743279; in the data active = activity change below about -50%; inconclusive = mostly about -30% to -49%; also: % is scaled to controls: 0 for no effect and ±100 for the full control effect
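THP-1 cells pretreated 1 hr with compounds (up to 57.5 uM final), then stimulated with LPS (250 ng/mL final) plus ATP (1.25 mM final); secreted IL-1B measured by AlphaLISA after 16 hr, decreased signal indicating inhibition.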
SW480 rerep = DNA re-replication induction in SW480 cells; SW480 DNA re-replication, Hoechst DNA content imaging, 48 h; Potency, µM (titrated, usually from 46.1 µM), inactives show at the top dose re-replication activation, actives largely listed as activators; 340,000 tested, 1.8% active; AID 624297; also: potency is read from the fitted curve at half-maximal effect; % of control where 0% means no effect; nearly all actives have a fitted effect of over 55% in size
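Hoechst fluorescence of nuclei (405 nm excitation, 500-530 nm emission) measured by plate-scanning imager after 48 hr compound exposure at 37 C; re-replication scored as increased number of nuclei with elevated intensity.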
* = called active by the depositor; i = inactive; ? = inconclusive; / = not tested or not shown; & = joins results of further samples; [ ] = remark or other dose. Unless noted, calls follow the shape of the dose curve; as a rule, active = well fitted curve in the direction sought with a large enough effect; inconclusive = small, poorly fitted or top-dose-only effect, or another doubt; inactive = no such curve, though single readings can be large; an effect the other way counts as inactive or inconclusive.

Every second line gives: MCF10A rereplic, ATXN2 expr inh, KB-3-1 tox, HT1080 IDH1KD tx, HT1080NT lethal, S2 tox, KB-V1 cytotox, IL1B secr inh, SW480 rerep
- COc1ccc(N(Cc2cc3cc(OC)ccc3[nH]c2=O)C(=O)c2cccnc2)cc1
→ 0%, -5%, 0%, -9%[9.24 µM], 8%, i, -13%, -13, -6%
- CCOC(=O)c1noc2ncn(CC(=O)Nc3cccc(Cl)c3)c(=O)c12
→ /, 6%, 1%, /, /, i, -3%, /, /
- Cc1ccc(S(=O)(=O)Nc2ccc3c(c2)C(=O)N([C@@H](C)CO)C[C@@H](C)[C@@H](CN(C)S(=O)(=O)c2ccccc2)OCCCC[C@H](C)O3)cc1
→ /, 5%, -28%, -3%, -14%, ?, 18%, -9, /
- Cc1ccc(S(=O)(=O)N2CCC(c3ccncc3)CC2)c(C)c1
→ /, ?, 21µM*, /, /, ?, 0%, /, /
- O=C(C1=C[C@@H](c2coc3ccccc3c2=O)C[C@@H](OCc2ccc(CO)cc2)O1)N1CCN(Cc2ccc3c(c2)OCO3)CC1
→ -4%, -16%, -20%, 0%, 1%, i, -14%, ?, -4%
- O=C(c1cccnc1Nc1ccccc1F)N1CCOCC1
→ 3%, -8%, 16%, 1%, 0%, i, -6%, -15, 20%
- CC(=O)Nc1ccc(NC(=O)CC2(CC(=O)N3CCOCC3)CCCC2)cc1
→ 1%, 1%, -1%, 1%, 1%, i, 4%, 8, -1%
- COc1ccccc1NC(=O)Cn1cc(C(=O)C(=O)N2CCOCC2)c2ccccc21
→ ?, 11%, /, -1%, -1%, i, /, 5, 15%
- COC(=O)c1cc(-c2ccccc2)on1
→ -4%, -18%, 7%, 1%, 2%, i, 2%, 11, 2%
- C=CCn1c(C)cc(C(=O)CSc2nnc(Cc3ccccc3)o2)c1C
→ 23%, 19%, 20%, 18%, 19%, i, 0%, 7, 10%
- Cc1[nH]c(=O)c(C#N)c2c1CSC(C)(C)C2
→ -5%, -11%, 4%, 1%, -22%, i, 24%, -4, -2%
- CCOC(=O)N1CCN(C2=Nc3cccc4cccc2c34)CC1
→ ?, -26%, 2%, -22%, 0%, i, ?, /, 27%
- Cc1csc(SCC(=O)Nc2nnc(C)s2)n1
→ -3%, 20%, -20%, 9%, 7%, i, 0%, -23, -13%
- Cc1ccc(C(=O)NC(=S)Nc2ccccc2N2CCOCC2)cc1C
→ 32%, 2%, ?, ?, ?, i, -28%, -3, ?
- CC(=O)C(Cc1ccccc1)NC(=O)COC(=O)CCN1C(=O)C2CC=CCC2C1=O (stereo not drawn)
→ -2%, -9%, 2%, -7%, -2%, i, 10%, 12, 0%
- COc1cc(C2CC(=O)c3cnc(NC(C)=O)nc3C2)cc(OC)c1OC (stereo not drawn)
→ 2%, -2%, 2%, 1%, -5%, i, 11%, 13, -3%
- NC(=O)NC(=O)COC(=O)c1ccccc1OCc1ccc(F)cc1
→ -1%, /, 0%, 9%, 3%, i, ?, 18, -4%
- COCCn1c(COc2ccc(C)cc2)nc2ccccc21
→ 3%, 44%[activator], -6%, -19%, -10%, i, ?, ?, ?
- COC(=O)c1ccc[n+](CCc2c[nH]c3ccccc23)c1
→ 4%, 5%, 0%, 8%, 1%, i, 17%, 21, 16%
- COc1cccc(Cn2c(=O)n(Cc3ccccc3)c(=O)c3c2c2cc(OC)ccc2n3C)c1
→ /, 3%, 13%, /, /, i, 0%, /, /
- COCCN1C(=O)N[C@@H](CCc2ccccc2)C(C(C)=O)=C1C
→ ?, 3%, 4%, 0%, 3%, i, 0%, 34, -47%[inhibitor]
- CCOc1ccc(/C=N/NC(=O)C2CCCC2)c(OCC)c1
→ 5%, -3%, 7%, 3%, ?, i, 2%, 22, 0%
- CC(C(=O)OCc1nnc(-c2ccccc2)o1)N1C(=O)c2ccccc2C1=O (stereo not drawn)
→ -3%, 27%, 11%, 11%, 14%, i, 3%, 10, -4%
- CCN(CC)C(=O)NC1CC2CCCC(C1)N2Cc1ccccc1 (stereo not drawn)
→ 0%, 6%, -1%, -1%, 0%, i, -5%, 11, -3%
- COC(=O)c1ccc(NC(=O)CN2CCN(S(=O)(=O)c3ccc(Br)cc3)CC2)cc1
→ 5%, -3%&-16%, -4%&10%, -11%, -14%, i, -18%&-2%, 0, ?
- c1ccc(Cn2nnc3c(NCC4CCCO4)nc(C4CC4)nc32)cc1 (stereo not drawn)
→ ?, -15%, -5%, -12%, 4%, ?, -26%, -4, -1%
- COC(=O)[C@]12CCCCC=C1N(Cc1ccccc1)C(=O)[C@H](CC(=O)NCCC(C)C)C2
→ /, 17%, -20%, -1%, 1%, i, ?, -5, /
- COC(=O)c1c(NC(=O)c2cccnc2)sc(C)c1C
→ 14%, -4%, 8%, 4%, -20%, i, ?, -9, -4%
- Cc1nn(-c2ccccc2)cc1/C=N/NS(=O)(=O)c1ccccc1
→ 5%, 19%, -3%, 4%, -2%, i, 1%, 0, 0%
- Cc1cc(=O)n2[nH]c(-c3ccc(C(C)(C)C)cc3)cc2n1
→ ?, 20%, ?, ?, ?, i, 15µM*, -3, 9%
- S=C(NC1CCCCC1)NN(c1ccccc1)c1ccccc1
→ ?, 1%, ?, 3%, -6%, i, ?, 9, -1%
- Cc1cccc(C(=O)OC(C)C(=O)NCC2CCCCC2)c1O (stereo not drawn)
→ 5%, -12%, -12%, 6%, 4%, i, 7%, -4, -3%
- CCCCOc1ccc(C(=O)NC)cc1
→ 2%, -11%, 11%, -1%, 3%, i, 16%, -12, -23%
- Cc1ccc(C)c(CSc2nnc([C@@H](N)C(C)C)o2)c1
→ 1%, 2%, 6%, -9%, -9%, i, 15µM*, 2, -4%
- Cc1nn(-c2cc(C(F)(F)F)ccc2Cl)c2nc(C(Cl)(Cl)Cl)[nH]c(=O)c12
→ ?, -13%, -15%, -16%, -6%, i, 2%, -3, 7%
- O=C(OCC(=O)N1CCCC1=O)c1cc(S(=O)(=O)N2CCOCC2)ccc1Cl
→ 0%, 0%, 0%, 7%, 7%, i, 0%, 2, -6%
- CCN(CC)C(=O)CC(c1ccc(F)cc1)c1ccc(OC)cc1 (stereo not drawn)
→ 4%, 1%, -4%, 2%, 2%, i, ?, -4, /
- Cc1cc(-c2ccco2)n(CC(=O)NCc2ccccc2)n1
→ 15%, 4%, 6%, 3%, 0%, i, 13%, 1, 19%
- NC(=O)CC(NC(=O)Cc1ccc(Br)cc1)c1ccc(NCc2ccc(F)c(F)c2)c([N+](=O)[O-])c1 (stereo not drawn)
→ ?, ?, ?, ?, ?, ?, -11%, -19, 2%[9.22 µM]
- Cc1ccc(Cl)cc1NC(=O)CN1C(=O)NC(C)(C2CC2)C1=O (stereo not drawn)
→ ?, 6%, ?, 0%, -2%, i, 4%, 0, ?
- COc1cccc(CNC(=O)CCCc2nnc3n(C)c(=O)c4sccc4n23)c1
→ 0%, /, -9%, -1%, 1%, /, -6%, -8, -7%
- Cc1cccc(N2CCN(C(=S)Nc3ccc4nc(N5CCOCC5)cc(C)c4c3)CC2C)c1 (stereo not drawn)
→ 12µM*, 1%, -10%, 0%, -1%, i, 3%, 43, ?
- CCOc1ccc2[nH]c(=O)c(CN(Cc3nnnn3Cc3ccccc3)CC3CCCO3)cc2c1 (stereo not drawn)
→ 2%, -28%, -12%, -24%, 6.3µM*, ?, -14%, -64*, 52%

As a short view, two of the compounds above.
Every second line gives: MCF10A rereplic, ATXN2 expr inh, KB-3-1 tox, HT1080 IDH1KD tx, HT1080NT lethal, S2 tox, KB-V1 cytotox, IL1B secr inh, SW480 rerep
- S=C(NC1CCCCC1)NN(c1ccccc1)c1ccccc1
→ ?, 1%, ?, 3%, -6%, i, ?, 9, -1%
- Cc1cccc(C(=O)OC(C)C(=O)NCC2CCCCC2)c1O (stereo not drawn)
→ 5%, -12%, -12%, 6%, 4%, i, 7%, -4, -3%

Among those listed so far, 6 have an NH in an aromatic ring:
Every second line gives: MCF10A rereplic, ATXN2 expr inh, KB-3-1 tox, HT1080 IDH1KD tx, HT1080NT lethal, S2 tox, KB-V1 cytotox, IL1B secr inh, SW480 rerep
- COc1ccc(N(Cc2cc3cc(OC)ccc3[nH]c2=O)C(=O)c2cccnc2)cc1
→ 0%, -5%, 0%, -9%[9.24 µM], 8%, i, -13%, -13, -6%
- Cc1[nH]c(=O)c(C#N)c2c1CSC(C)(C)C2
→ -5%, -11%, 4%, 1%, -22%, i, 24%, -4, -2%
- COC(=O)c1ccc[n+](CCc2c[nH]c3ccccc23)c1
→ 4%, 5%, 0%, 8%, 1%, i, 17%, 21, 16%
- Cc1cc(=O)n2[nH]c(-c3ccc(C(C)(C)C)cc3)cc2n1
→ ?, 20%, ?, ?, ?, i, 15µM*, -3, 9%
- Cc1nn(-c2cc(C(F)(F)F)ccc2Cl)c2nc(C(Cl)(Cl)Cl)[nH]c(=O)c12
→ ?, -13%, -15%, -16%, -6%, i, 2%, -3, 7%
- CCOc1ccc2[nH]c(=O)c(CN(Cc3nnnn3Cc3ccccc3)CC3CCCO3)cc2c1 (stereo not drawn)
→ 2%, -28%, -12%, -24%, 6.3µM*, ?, -14%, -64*, 52%
